# From PubChem BioAssay
# MgcRacGAP inhibition – MgcRacGAP GTPase-activating activity inhibitors, confirmation, biochemical, ADP Hunter fluorescence; MgcRacGAP-stimulated Rac1 GTP hydrolysis, ADP Hunter fluorescence; higher % means a stronger effect; GST-tagged Rac1 F28L mutant substrate; inhibition, % at 30 µM, or IC50 in µM where a hit was titrated; hit rate 0.6% among 340,000; AID 624330;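 active means first-screen hits whose inhibition reached a set limit at any dose in the follow-up dose series; inconclusive means inhibition above the set first-screen limit but never retested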;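 further: fluorescence reports GDP produced by GAP-driven GTP hydrolysis; strong numbers were not always called active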
# GPR35 arrestin U2OS – inhibition of zaprinast-stimulated GPR35 beta-arrestin translocation – imaging, U2OS, beta-arrestin-GFP, zaprinast agonist, primary screen (AID 2058); inhibition, % at 10 µM; hits with a dose series show IC50 in µM; U2OS GPR35 beta-arrestin-GFP translocation imaging, zaprinast antagonism; higher % means a stronger effect; hit rate 0.052% among 290,000;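 active means inhibition of at least 50% with at least 30 cells and total cytoplasm GFP at most 10,000,000; inconclusive means under 30 cells or total GFP of 10,000,000 plus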
# Salmonella PhoP GFP – PhoP-dependent GFP reporter repression – Salmonella Typhimurium, primary screen (AID 1863); S. Typhimurium PhoP-regulated promoter GFP reporter, 4 h; higher % means a stronger effect; inhibition, % at 50 µM; hits with a dose series show IC50 in µM; hit rate 0.16% among 300,000;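 active means inhibition over 29.93%, a cutoff 3 SD above the screen mean, later confirmed by dose response; inconclusive means inhibition over 29.93% but no dose response follow-up; inactive means inhibition at most 29.93% or unconfirmed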;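 further: 0% = low Mg2+ inducing control and 100% = high Mg2+ repressing control; strong numbers were not always called active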
# RSV CPE inhibition – inhibition of RSV-induced cytopathic effect – HEp-2 cells, primary 10 µM value included (AID 2391). CPE inhibition, % at 10 µM, or IC50 in µM where a hit was titrated. hit rate 0.13% among 310,000. HEp-2 cells, RSV-induced CPE inhibition; higher % means a stronger effect; in the data active means a potency from the dose series; inconclusive means CPE inhibition mostly from about 23% at the one dose, without a potency; inactive means the rest, 99 in 100 with CPE inhibition below about 21%; further: strong numbers were not always called active
# GPR55 antagonists – inhibition of LPI-stimulated GPR55 beta-arrestin translocation – imaging, U2OS, beta-arrestin-GFP, LPI agonist, primary screen (AID 2013). U2OS GPR55 beta-arrestin-GFP translocation imaging, LPI antagonism; higher % means a stronger effect. inhibition, % at 10 µM, or IC50 in µM where a hit was titrated. hit rate 0.13% among 290,000;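 active means spots per cell inhibited over 60%, with over 100 cells counted and total cytoplasm intensity under 500,000; inconclusive means wells with under 100 cells, flagged as likely toxic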;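 further: U2OS cells stably carrying GPR55 and arrestin-GFP stimulated by 5 µM LPI near EC80; imaged beta-arrestin-GFP aggregate spots per cell after agonist stimulation; plate controls were LPI-stimulated DMSO wells for no effect and DMSO wells without LPI for full effect; some results filed as inactive read as strong as hits; confirmed hits need IC50 under 10 µM and bright autofluorescent wells are also inconclusive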
# SV40 large T antigen – SV40 large T antigen inhibitors, biochemical (AID 1903). inhibition, % at 20 µM, or IC50 in µM where a hit was titrated. hit rate 0.39% among 310,000. SV40 large T antigen ATPase/helicase inhibition assay; higher % means a stronger effect; in the data active means a potency from the dose series; inconclusive means inhibition mostly from about 32% at the one dose, without a potency; inactive means the rest, 99 in 100 with inhibition below about 32%; further: strong numbers were not always called active
# Dengue-2 NS5 capping – flavivirus cap methylation enzyme inhibition – biochemical, confirmation dose response, primary screen (AID 588689); Dengue-2 NS5 methyltransferase capping enzyme assay, biochemical; higher % means a stronger effect; one-dose inhibition, % at 25 µM; IC50 in µM for titrated hits; hit rate 0.3% among 340,000; in the data active means a potency from the dose series; inconclusive means inhibition above about 29% without an active follow-up result
# HIV peptide binding – inhibitors of HIV fusion peptide binding, primary screen, biochemical, uHTS, fluorescence dequenching (AID 1986) | cell-free peptide binding, fluorescence dequenching, 30 min; higher % means a stronger effect | hit rate 0.3% among 290,000 | one-dose inhibition, % at 20 µM; IC50 in µM for titrated hits; in the data active means inhibition mostly above about 52%, no sharp cut-off; inactive means mostly below about 76%; further: some results filed as inactive read as strong as hits
# UTI89 phage lysis – protection from phage-mediated lysis, alamar blue read-out – E. coli UTI89, K1F phage, bacterial capsule biogenesis inhibitors (AID 488966). hit rate 0.02% among 340,000. E. coli UTI89 K1F phage lysis, alamar blue, 2 h; higher % means a stronger effect. inhibition, % at 100 µM, or IC50 in µM where a hit was titrated;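 active means phage lysis inhibition, versus mean bacterial control, above a set limit; inconclusive means no clear call, values can overlap the other calls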;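 further: capsule biogenesis inhibitors block K1F phage lysis so surviving cells raise fluorescence; higher fluorescence means more inhibition of phage lysis; actives were called in the ten point dose series up to 300 µM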
# The depositor's hits bear a star; i = inactive; ? = inconclusive; · = not tested or not shown; & = joins results of further samples; [ ] = remark or other dose.
SMILES,MgcRacGAP inhibition,GPR35 arrestin U2OS,Salmonella PhoP GFP,RSV CPE inhibition,GPR55 antagonists,SV40 large T antigen,Dengue-2 NS5 capping,HIV peptide binding,UTI89 phage lysis
CC(OC(=O)Cc1c[nH]c2ccccc12)C(=O)N(C)c1ccccc1 (centres undefined),4%,·,2%,-0.2%,·,10%,-7%,·,0.7%[50 µM]
CCN(CC(=O)Nc1ccc(NC(C)=O)cc1)CC(=O)Nc1cc(C)on1,5%,·,·,0.9%,·,·,-1%,·,1.1%[50 µM]
O=C(O)CC(CN1C(=O)c2ccccc2C1=O)c1ccccc1 (centres undefined),-4%,·,·,0.5%,·,13%,4%,·,0.0%
COc1cc(C(=O)NCCC(=O)NCCN2CCCCCC2)cc(OC)c1OC,-2%,-4%,-13%,0.1%,4%,2%,-2%,-0.5%,7.0%
O=C(NC(=S)NNC(=O)c1ccc(Cl)cc1Cl)c1cccnc1,5%,·,-11%,-0.2%,6%,26%,-1%,1.6%,0.6%[50 µM]
O=C(NCCC1=CCCCC1)C(=O)NCC(c1ccco1)N1CCN(c2ccc(F)cc2)CC1 (centres undefined),5%,2%,-8%,1.7%,4%,5%,3%,-2.1%,0.4%
CCSc1c(C(=O)NC)ccc2c1C(=O)c1ccccc1C2=O,6%,6%,-4%,3.1%,15%,-1%,5%,-3.3%,0.2%
CSc1nnc(-c2cccc(NC(=S)NN)c2)o1,0%,-4%,2%,-1.1%,1%,31%,-4%,-0.3%,-0.4%
CSCCC(NC(=O)c1ccccc1Br)C(=O)N1CCN(C(C)=O)CC1 (centres undefined),9%,·,·,0.3%,·,·,-7%,·,1.1%[50 µM]
C#CCOc1ccc(C2C3=C(CCCC3=O)N(CC(=O)O)C3=C2C(=O)CCC3)cc1Br,14%,15%,8%,0.9%,-6%,6%,16%,1.9%,0.0%
O=C(O)[C@@H]1CCCN1C(=O)COc1ccc2c3c(c(=O)oc2c1)CCC3,2%,-4%,-2%,·,-1%,7%,-1%,-0.7%,2.1%
N[C@@H]1CONC1=O,·,-7%,2%&2%,-0.2%,-1%,4%&18%,·,-0.5%,·
CCN(CC)S(=O)(=O)c1ccc(OCCNS(C)(=O)=O)cc1,-1%,-18%,0%,3.1%,-5%,8%,-3%,0.2%,i
CCc1ccc(C(c2ccc(CC)cc2)C(Cl)Cl)cc1,1%,·,·,4.3%,·,·,-1%,·,4.1%
CCOc1ccccc1NC(=O)CSC1=C(C#N)C(c2ccco2)C(C(=O)Nc2nc3ccccc3s2)=C(C)N1 (centres undefined),5%,-1%,9%,3.1%,26%,8%,-1%,7.4%,1.0%[50 µM]
CCOc1cccc(C(=O)N(Cc2cccc(F)c2)C2CCS(=O)(=O)C2)c1 (centres undefined),10%,-16%,-11%,0.8%,8%,9%,-8%,1.0%,0.4%
Cc1cc(=O)oc2cc(OCC(=O)NCCCN3CCCC3=O)c(Cl)cc12,10%,23%,5%,0.4%,8%,4%,-4%,-0.4%,-0.1%
COC(=O)C(CC(C)C)NC(=O)/C=C/c1ccccc1Cl (centres undefined),5%,-6%,-11%,1.3%,-5%,-2%,0%,2.8%,0.1%
O=C(C(Cl)Cl)N1CCN(c2ccccn2)CC1,2%,3%,12%,2.7%,16%,13%,1%,-0.5%,1.8%
CC(C)C(=O)NC(=S)Nc1ccccc1C(=O)Nc1ccccc1,5%,-5%,-7%,-1.4%,16%,6%,-5%,-0.5%,0.1%
CC(C)CC(=O)Nc1nnc(SCC(=O)NCc2ccc3c(c2)OCO3)s1,4%,1%,-7%,1.9%,-4%,27%,-4%,-1.2%,0.6%
Cc1c(NC(=O)C(C)OC(=O)c2cccc(S(=O)(=O)N3CCOCC3)c2)c(=O)n(-c2ccccc2)n1C (centres undefined),·,-6%,1%,3.4%,6%,14%,·,-0.4%,-1.2%[50 µM]
COc1ccc(CCNC(=O)c2cc(C3CC3)nc3c2cnn3C(C)C)cc1OC,1%,·,·,0.7%,·,·,-6%,·,0.3%[50 µM]
CCc1nc2sc(C(C)=O)c(N)c2c2c1CCCC2,·,-14%,-6%,·,2%,18%,·,-0.3%,·
N#CC(C(=O)Nc1ccc(Cl)cc1)=C1Nc2ccccc2N1,8%,8%,-8%,1.6%,5%,-1%,-4%,-1.8%,0.0%

# Reprinted from the results shown for reference:
SMILES,MgcRacGAP inhibition,GPR35 arrestin U2OS,Salmonella PhoP GFP,RSV CPE inhibition,GPR55 antagonists,SV40 large T antigen,Dengue-2 NS5 capping,HIV peptide binding,UTI89 phage lysis
CC(OC(=O)Cc1c[nH]c2ccccc12)C(=O)N(C)c1ccccc1 (centres undefined),4%,·,2%,-0.2%,·,10%,-7%,·,0.7%[50 µM]
CCN(CC(=O)Nc1ccc(NC(C)=O)cc1)CC(=O)Nc1cc(C)on1,5%,·,·,0.9%,·,·,-1%,·,1.1%[50 µM]
O=C(O)CC(CN1C(=O)c2ccccc2C1=O)c1ccccc1 (centres undefined),-4%,·,·,0.5%,·,13%,4%,·,0.0%
COc1cc(C(=O)NCCC(=O)NCCN2CCCCCC2)cc(OC)c1OC,-2%,-4%,-13%,0.1%,4%,2%,-2%,-0.5%,7.0%
O=C(NC(=S)NNC(=O)c1ccc(Cl)cc1Cl)c1cccnc1,5%,·,-11%,-0.2%,6%,26%,-1%,1.6%,0.6%[50 µM]

# The list goes on:
SMILES,MgcRacGAP inhibition,GPR35 arrestin U2OS,Salmonella PhoP GFP,RSV CPE inhibition,GPR55 antagonists,SV40 large T antigen,Dengue-2 NS5 capping,HIV peptide binding,UTI89 phage lysis
CC(=O)c1cccc(NC(=S)Nc2ccn(Cc3cccc4ccccc34)n2)c1,4%,18%,-7%,22%,12%,2%,-12%,-0.3%,-0.3%
CCCSc1nc(C)cc(C)c1C(N)=O,8%,-4%,0%,2.3%,2%,5%,-7%,-2.1%,0.4%
COc1ccc(NC(=O)CCCSc2ccccc2)cc1S(N)(=O)=O,8%,4%,2%,0.5%,11%,13%,8%,-0.3%,-0.1%
Clc1ccc(-c2ccc(CN3CCCCC3)o2)cc1,16%,19%,9%,-0.7%,8%,2%,·,-0.2%,1.8%
N#CC(c1ccccc1)c1ccc(=O)[nH]n1 (centres undefined),5%,1%,0%,0.9%,-2%,-1%,-1%,-0.6%,0.3%
O=C1c2oc3ccccc3c(=O)c2C(c2cccc(F)c2)N1CCCO (centres undefined),7%,10%,10%,1.7%,6%,1%,3%,0.8%,1.6%
CCOC(=O)CC(=O)CSc1nc2c(c(C)c1C#N)CCC2,7%,-4%,30%,10%,-1%,13%,-11%,-2.2%,0.0%
Oc1ccc(-c2nnc(-c3ccc(O)cc3)nn2)cc1,7%,3%,-10%,-0.4%,6%,4%,1%,-1.7%,1.6%
CCCn1c(C)cc(C(=O)CN2C(=O)c3ccccc3C2=O)c1C,7%,·,·,1.0%,·,3%,0%,·,0.0%
C=CCNc1nc(NCc2ccccc2)c(C#N)c2c1CN(C)CC2,9%,-15%,7%,-1.5%,-7%,16%,7%,-1.0%,-1.9%
O=C(Nc1cccc2oc(=O)ccc12)c1ccc([N+](=O)[O-])cc1[N+](=O)[O-],6%,-13%,7%,5.7%,6%,11%,-5%,1.9%,-0.2%
CC1CCN(CCC(=O)Nc2ccc(F)c(F)c2)CC1,11%,-1%,3%,0.2%,-4%,10%,6%,-1.2%,0.3%
CCC(C)c1ccccc1NC(=O)COC(=O)CCc1cc(OC)c(OC)c(OC)c1 (centres undefined),7%,-7%,-13%,-0.4%,9%,8%,0%,1.5%,1.7%
Cc1ccc(C)c(Cn2nc3c4ccccc4n(Cc4ccccc4)cc-3c2=O)c1,6%,-19%,·,·,-11%,·,1%,4.4%,-0.1%
CCCCn1c(=N)n(CC(=O)c2ccc(Br)s2)c2ccccc21,8%,-4%,23%,11%,21%,5%,-3%,-1.4%,1.1%
CCCc1[nH]nc2c1C(c1ccccc1OCC)C(C#N)=C(N)O2 (centres undefined),3%,-1%,4%,1.8%,0%,16%,-3%,0.3%,0.2%
COc1ccc(CCNCC(O)Cn2c3ccccc3c3ccccc32)cc1OC (centres undefined),4%,-12%,-4%,60%,68%,10%,0%,-1.7%,3.3%
COc1ccc(/C=C/C(=O)Nc2nc(C)c(C(=O)N(C)C)s2)cc1,4%,6%,1%,3.4%,1%,8%,-4%,-0.5%,-1.8%
Cc1nc(S(=O)(=O)c2ccc(Cl)cc2)c(NCc2ccccc2)o1,3%,12%,19%,0.5%,-2%,-4%,-3%,1.7%,0.0%
COc1ccc(-c2nnc(SC(C)C(=O)NCc3ccc4c(c3)OCO4)n2Cc2ccco2)cc1 (centres undefined),13%,4%,11%,-1.1%,-1%,4%,-3%,-0.1%,0.6%
COc1ccc2ccccc2c1CNc1nnnn1C,6%,-5%,4%,1.7%,6%,-3%,5%,-1.3%,0.1%
Cn1cc(CC(=O)NC2CCCCC2)c2ccccc21,2%,1%,-2%,0.5%,14%,9%,-4%,-0.1%,0.0%
Cc1ccccc1Cn1cnc2c(NS(C)(=O)=O)c(C)c(C)cc21,5%,12%,-15%,?,2%,0%,-3%,-0.3%,0.0%
CCc1cc2c(-c3ccccc3)cc(=O)oc2cc1OC(C)C(C)=O (centres undefined),9%,-2%,-1%,11%,-2%,10%,2%,2.2%,-0.2%
CN(c1ccccc1)c1nc(N)c([N+](=O)[O-])c(Nc2ccccc2)n1,5%,-6%,11%,4.6%,1%,19%,-5%,-1.7%,0.1%
O=C(NCCc1ccc(Cl)cc1Cl)c1ccc2nc[nH]c2c1,4%,1%,-4%,2.1%,-13%,10%,1%,-0.2%,-0.1%
CN(C)CC/C=C1\c2ccccc2CSc2ccccc21,6%,·,4%,-1.3%,·,10%,-6%,·,14%
COc1cc(/C=C(\C#N)c2nc3ccccc3[nH]2)cc(OC)c1O,20µM*,-25%,-1%,-1.3%,3%,?,?,70%*,-0.5%
Cc1cccc(NS(=O)(=O)c2ccc(NC(=O)CN(c3cc([N+](=O)[O-])ccc3C)S(C)(=O)=O)cc2)c1,-3%,-13%,0%,-1.2%,9%,10%,-8%,1.6%,0.0%
